Source: PubChem BioAssay
POLB inh – inhibitors of human DNA polymerase beta; P06746; Pol beta primer extension/strand displacement, fluorescence kinetic; Potency, µM (highest dose often 114 µM), inactives show at the highest dose activity change, negative = inhibition, hits mostly inhibitors; actives 1.3% (n = 340,000); AID 485314; further: potency means the concentration at half of the fitted maximal effect; on the % scale 0 is the no-effect control and ±100 the full control effect
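Human Pol beta at 10 nM; strand-displacement substrate 50 nM final. Compound exposure 15 min at room temperature before start, reaction 10 min at room temperature.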
APE1 inh – inhibitors of human APE1 endonuclease; recombinant APE1, TAMRA/BHQ-2 abasic DNA cleavage fluorescence; Potency, µM (top dose mostly 65.8 µM), without a hit: at the highest dose activity change, negative = inhibition, usual class: inhibitors; actives 0.35% (n = 350,000); AID 2517;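 further: potency means the concentration at half of the fitted maximal effect; plate controls were vehicle for no effect and reference inhibitor for full effect; nearly all actives have a fitted effect of over 55% in size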
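APE1 at 0.75 nM preincubated 15 min at room temperature with compound. Reaction then started with 50 nM double-stranded THF-abasic substrate labelled with TAMRA/BHQ-2, and 525/598 nm fluorescence read kinetically. Activity taken as third-minus-first read difference, normalized to DMSO and NSC13755 controls.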
ALOX12 inh – ALOX12 (human) lipoxygenase inhibition | Potency, µM (titrated, usually from 108 µM), without a hit: at the highest dose activity change, negative = inhibition, most hits filed as inhibitors | purified 12hLO, xylenol orange hydroperoxide absorbance | actives 1.1% (n = 580,000) | P18054; further: potency means the concentration at half of the fitted maximal effect; on the % scale 0 is the no-effect control and ±100 the full control effect
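Purified human 12hLO at 150 nM in 25 mM Hepes, 0.01% Triton X-100, pH 7.0, preincubated 15 min at room temperature with compound. Reaction started with 40 uM arachidonic acid, 30 min at room temperature. Hydroperoxide measured by Fe-xylenol orange, 573/405 nm absorbance ratio.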
TRHR agonist – agonists of human TRH receptor; AID 493084; activation, % at 2 µM; P34981; actives 0.18% (n = 360,000); TRHR cells, calcium flux fluo-8, FDSS agonist mode; in the data active means activation above about 30%; further: 0% is about no effect
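TRHR-expressing cells loaded with fluo-8 calcium dye; 23 nL library compound pin-transferred, kinetic FDSS fluorescence (Ex 480/Em 530) recorded about 180 s for agonist-induced calcium release, before a 10 nM TRH EC20 addition for potentiator mode.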
Anesthetic bind – candidate novel general anesthetic via apoferritin binding; P02791; apoferritin/1-aminoanthracene competitive binding, fluorescence; Potency, µM (top dose mostly 77.5 µM), for inactives: at the highest dose activity change, negative = displacement, most hits filed as inhibitors; actives 0.074% (n = 350,000); further: potency means the concentration at half of the fitted maximal effect; on the % scale 0 is the no-effect control and ±100 the full control effect; nearly all actives have a fitted effect of over 20% in size
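10 uM apoferritin + 50% sat. 1-AMA, PBS; cpd 10 min RT; Ex380/Em535 endpoint; normalized to free probe vs complex; 4-param Hill fit; propofol titration as pos. ctrl.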
POLK inh – DNA polymerase kappa (human) inhibition. Q9UBT6. purified Pol kappa, fluorescent DNA synthesis assay, 10 min. Potency, µM (doses to about 107 µM), inactives show top-dose activity, negative = inhibition, hits mostly inhibitors. actives 0.53% (n = 400,000). AID 588579; further: potency means the concentration at half of the fitted maximal effect; on the % scale 0 is the no-effect control and ±100 the full control effect
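Activity was followed as the change in fluorescence between reads at 0 and 10 min after starting the reaction with 50 nM substrate. Beforehand, 10 nM polymerase had been preincubated with compound for 15 min at room temperature.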
Pol iota inh – blocks human DNA polymerase iota activity; Q9UNA4; Potency, µM (titrated, usually from 115 µM), inactives show at the top dose activity, negative = inhibition, hits mostly inhibitors; Pol iota fluorescent replication assay, 10 min; actives 1% (n = 390,000); further: potency means the concentration at half of the fitted maximal effect
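Pol iota at 10 nM preincubated 15 min with compounds at room temperature; reaction started with fluorescent substrate, 50 nM final. Fluorescence read kinetically at 0 and 10 min; buffer-only wells as negative control.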
ERG Ets-DNA blk – blocks human ERG Ets domain binding to DNA; P11308; fluorescence polarization, His-ERG Ets domain / labelled DNA; Potency, µM (highest dose often 76.9 µM), for inactives: top-dose FP activity, negative = inhibition, actives largely listed as inhibitors; actives 0.028% (n = 370,000); AID 624246; active means well fitted inhibition curve with a large enough effect in the polarisation, with a control signal flat; inconclusive means small, poorly fitted or top-dose-only effect, or effect the other way, or a change in a side signal; inactive means no such curve, though single readings can be large or run the other way; the % refers to the polarisation;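 further: polarization taken with two DNA probes labelled with fluorescein and Texas red; potency means the concentration at half of the fitted maximal effect; % of control where 0% means no effect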
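His-tagged ERG Ets domain (1 uM in the protein solution; 300mM KCl, 50mM Tris-HCl, 1mM EDTA, 1mM DTT, pH 7.5) received compound, then a probe mix of 5 nM fluorescein-DNA and 100nM Texas-615-DNA. Fluorescence polarization was read for both dyes.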
BLM helicase inh – blocks DNA unwinding by human BLM helicase | P54132 | recombinant BLM DNA unwinding, fluorescence dequenching | Potency, µM (top dose mostly 56.1 µM), for inactives: at the top dose activity change, negative = inhibition, actives largely listed as inhibitors | actives 0.2% (n = 350,000);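 further: potency means the concentration at half of the fitted maximal effect; plate controls were vehicle for no effect and no enzyme for full effect; nearly all actives have a fitted effect of over 35% in size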
Target sequence (P54132 whole entry, looked up): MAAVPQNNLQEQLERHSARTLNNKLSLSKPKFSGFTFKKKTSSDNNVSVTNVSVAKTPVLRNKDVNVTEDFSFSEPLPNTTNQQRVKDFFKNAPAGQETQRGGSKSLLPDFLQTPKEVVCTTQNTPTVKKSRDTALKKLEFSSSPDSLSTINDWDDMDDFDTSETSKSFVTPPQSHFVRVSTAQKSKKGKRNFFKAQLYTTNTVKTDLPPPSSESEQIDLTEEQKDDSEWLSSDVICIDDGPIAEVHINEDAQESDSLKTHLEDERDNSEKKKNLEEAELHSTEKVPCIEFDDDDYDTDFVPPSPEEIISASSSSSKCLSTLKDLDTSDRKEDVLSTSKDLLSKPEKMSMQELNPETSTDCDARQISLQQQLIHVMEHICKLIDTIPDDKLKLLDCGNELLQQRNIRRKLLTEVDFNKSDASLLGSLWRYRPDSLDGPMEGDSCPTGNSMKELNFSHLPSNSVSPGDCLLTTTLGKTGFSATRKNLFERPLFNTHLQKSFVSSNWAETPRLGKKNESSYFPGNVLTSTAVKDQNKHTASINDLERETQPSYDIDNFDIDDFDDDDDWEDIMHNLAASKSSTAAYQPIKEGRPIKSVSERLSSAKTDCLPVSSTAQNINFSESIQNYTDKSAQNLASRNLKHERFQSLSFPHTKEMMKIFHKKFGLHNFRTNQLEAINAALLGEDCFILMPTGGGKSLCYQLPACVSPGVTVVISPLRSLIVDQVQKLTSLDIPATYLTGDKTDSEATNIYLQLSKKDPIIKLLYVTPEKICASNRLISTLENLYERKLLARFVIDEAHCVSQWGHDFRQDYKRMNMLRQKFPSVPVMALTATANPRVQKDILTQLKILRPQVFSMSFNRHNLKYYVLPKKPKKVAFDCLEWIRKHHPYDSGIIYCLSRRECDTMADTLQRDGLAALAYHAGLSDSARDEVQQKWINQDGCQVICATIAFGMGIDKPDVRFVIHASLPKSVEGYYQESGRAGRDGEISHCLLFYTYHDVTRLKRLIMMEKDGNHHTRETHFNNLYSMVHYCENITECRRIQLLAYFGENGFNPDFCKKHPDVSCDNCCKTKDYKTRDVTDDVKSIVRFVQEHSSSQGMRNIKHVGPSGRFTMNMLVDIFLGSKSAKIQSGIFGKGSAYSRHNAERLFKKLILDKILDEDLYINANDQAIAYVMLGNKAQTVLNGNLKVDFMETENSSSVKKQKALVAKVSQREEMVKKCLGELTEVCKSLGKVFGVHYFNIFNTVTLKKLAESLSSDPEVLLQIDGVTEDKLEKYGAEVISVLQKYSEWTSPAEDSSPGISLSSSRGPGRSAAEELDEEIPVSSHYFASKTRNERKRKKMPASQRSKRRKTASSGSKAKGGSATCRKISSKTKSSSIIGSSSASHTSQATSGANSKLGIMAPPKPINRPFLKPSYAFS
* hit, by the source's call; ? = inconclusive; nt = not tested or not shown; & = joins results of further samples; [ ] = another dose, or the depositor's remark. Unless noted, the call rests on the fitted dose curve; in most records, active means well fitted curve in the direction sought with a large enough effect; inconclusive means small, poorly fitted or top-dose-only effect, or another doubt; inactive means no such curve, though single readings can be large; an effect the other way counts as inactive or inconclusive. Some of the compounds tested; rates above refer to the full screens.

SMILES	POLB inh	APE1 inh	ALOX12 inh	TRHR agonist	Anesthetic bind	POLK inh	Pol iota inh	ERG Ets-DNA blk	BLM helicase inh
NC(=O)CC(NC(=O)Cc1ccc(Br)cc1)c1ccc(NC2CCCCCC2)c([N+](=O)[O-])c1 (stereo not given)	9%	-1%	3%	-1.3	-1%	10%	18%	5%	-5%
CCCCN(CC)CCCNC(=O)c1cn(C)c2ccc(S(=O)(=O)N(C)C3CCCCC3)cc2c1=O	13%&15%	10%	-11%&-23%	0.0&-0.1	-10%&-13%	2%&9%	11%&2%	-8%&3%	4%&-14%
Cc1cccc(N2C(=O)C(CC(=O)Nc3ccc(F)cc3)N(C3CCCC3)C2=O)c1 (stereo not given)	-5%	nt	3%	-0.1	-21%	-8%	-28%	-4%	-2%
Cc1cc(C)nc(N2CCN(C(=O)c3ccc(S(=O)(=O)N4CCCCCC4)cc3)CC2)n1	4%	-1%	21%	0.6	-8%	-7%	69%[activator]	0%	-1%
O=C(CSc1nc2[nH]ncc2c(=O)[nH]1)Nc1cccc([N+](=O)[O-])c1	nt	28%	-14%	0.4	nt	-4%	34%[activator]	7%	nt
CC(=O)C1=C(c2ccc(C)cc2)N(C(C)=O)n2c(nnc2-c2ccccc2)S1	2%	nt	-14%	0.6	-8%	-1%[60.1 µM]	-4%	-1%	-9%
Cc1cccc(NC(=O)COc2cccc3c2CCN(C)C3=O)c1	0%	-5%	-13%	0.3	1%	-2%	68%[activator]	-3%	-2%
CN(C(=O)c1ccccc1Cl)c1ccccc1	?	1%	0%	0.7	-5%	-8%	-14%	-3%	5%
O=C(Cc1ccc(Cl)cc1Cl)OCC(=O)c1ccc[nH]1	2%	0%	9%	0.6	?	-6%	-18%	8%	-9%
O=C1CN(C(=O)COC(=O)c2cc(S(=O)(=O)N3CCOCC3)ccc2Cl)c2ccccc2N1	96%	-4%	0%	-0.6	-7%	-20%	14%	-3%	-3%
CC(C)c1ccc(S(=O)(=O)N2CCN(CC(=O)Nc3ccc(Cl)cc3F)CC2)cc1	nt	-7%	227%[activator]	1.2	nt	10%	5%	14%	nt
CC(=O)C1=C(O)C(=O)N(CCCn2ccnc2)C1c1ccc(Br)cc1 (stereo not given)	1%	4%	-1%	0.2	-3%	-8%	37%[activator]	2%	0%
COc1ccccc1CNC(=O)CC(c1ccc(F)cc1)N1Cc2ccccc2C1=O (stereo not given)	5%	nt	-18%	-1.0	83%[activator]	1%	?	5%	-3%
CCOC(=O)CCn1c(=O)c2c(nc(Br)n2Cc2ccccc2)n(C)c1=O	-1%	2%	-1%	-1.1	-5%	-2%	5%	-4%	0%
O=C(c1ccccc1)N(Nc1ccccc1)c1ccccc1	10%	4%	-10%	-0.4	-20%	0%	26%	12%	-10%
CCCCNC(=O)CCN1N=C(c2ccccc2)CCC1=O	-2%	-4%	12%	-0.1	-8%	18%	-13%	1%	-4%
COC(=O)C1=C[C@@H](C(=O)OC)C2C3=C(C(=O)[C@]2(C)NC(=O)c2ccccc2)[C@H](C)n2c(=O)n(-c4ccccc4)c(=O)n2[C@@H]3C1 (stereo not given in full)	nt	3%	nt	nt	-1%	-11%	-19%	nt	-9%
COc1ccc(S(=O)(=O)c2ccc(OC)c(OC)c2)cc1OC	?	4%	?	0.0	-6%	-5%	1%	-4%	-2%
O=c1cc(-c2ccccc2)[nH]c2ccc(F)cc12	3%	?	-2%	-0.2	-16%[163 µM]	-2%&5%	?	-2%	-9%[120 µM]
CCc1ccc(-c2nc3ccc(Br)cc3c(C(=O)O)c2C)s1	54%&4%	-2%	?	0.4&-0.8	-1%&30%	-24%&-4%	?	-6%&3%	-2%&1%
COc1cc(CN2CCN(Cc3ccccc3C(F)(F)F)CC2)cc(OC)c1OC	5%	-5%	?	0.1	0%	0%	26%	-1%	-2%
CCOC(=O)c1cnc2c(ccc3ccccc32)c1Nc1cccc(Cl)c1	2%	nt	-18%	0.5	-11%	-11%	-17%	-4%	-4%
O=C(NNC(=O)c1cccnc1)NC1CCCCC1	0%	-3%	-19%	0.1	-6%	-3%	-1%	6%	-5%
CCN1CC(CN(C)Cc2nc(-c3ccc(Cl)cc3)no2)CC1=O (stereo not given)	0%	5%	-14%	0.1	-6%	15%	47%[activator]	5%	-2%
Cc1ccnc(NC(=O)c2ccc3c(c2)C(=O)N(CCC(C)C)C3=O)c1	0%	28%	2%	1.1	-12%	-27%	10%	10%	-1%
C=C1CCN(C(Cc2ccccc2)C(=O)Nc2ccc(OC)cc2)S(=O)(=O)c2ccccc21 (stereo not given)	nt	-4%	nt	nt	1%	-13%	23%	nt	-10%
CCOC(=O)CC1C(=O)NCCN1Cc1cccc(C(F)(F)F)c1 (stereo not given)	41%	-6%	-5%	-0.1	-17%	10%	15%	0%	-9%
CC(=O)Nc1sc(C)c(C)c1C(=O)OCC(=O)Nc1cc(S(=O)(=O)N2CCCCC2)ccc1Cl	-22%	17%	-18%	0.6	-10%	-5%	-1%	-3%	3%
O=C(Cn1c(COc2ccc(Cl)cc2)nc2ccccc21)NCC(F)(F)F	2%	-3%	-12%	0.2	-9%	?	-13%	-3%	0%
COc1cc(C)ccc1OCCCOc1cc(C)ccc1Cl	nt	nt	?	nt	nt	-7%	18%	-4%	nt
Nc1c(C(=O)NCc2ccc(Cl)cc2)sc2nc3c(c(C(F)(F)F)c12)CCC3	18%	12%	0%	1.1	-11%	-19%	-22%[58.9 µM]	7%	-6%
COc1ccccc1NS(=O)(=O)c1cccc(NC(=O)c2[nH]c(C)c(C(C)=O)c2C)c1	26%	-6%	4%&-3%	-0.1	-17%	-2%	-2%	3%	-4%
CCN(CC)C(=O)Cn1cc(S(=O)(=O)CC(=O)NCc2ccc(F)cc2)c2ccccc21	?	-12%	12%	0.4	-9%	-13%	7%	7%	0%
COc1ccc(CNC(=O)C2CCN(C(=O)c3ccc(F)cc3)CC2)cc1OC	nt	5%	370%[activator]	0.0	nt	5%	18%	-4%	nt
CCCCCCC(O)(c1ccccc1)C(CN1CCOCC1)c1ccccc1 (stereo not given)	12%	-18%	?	1.1	-5%	-25%	-26%	11%	-8%
CCc1cccc(CC)c1NC(=O)Cn1nnc2sc3c(c2c1=O)CCCC3	?	nt	-13%	1.5	-15%	10%	1%	3%	-2%
Cn1c(NC(=O)c2ccc(Cl)cc2)c(-c2ccccn2)c(=O)c2ccccc21	?	14%	-2%	0.9	-3%	8%	26%	-19%	-12%
COc1ccc2c(c1)c(=O)oc1cc3occ(C(C)(C)C)c3cc12	?	?	-24%	-0.4	0%	-10%	-2%	-3%	-8%
CCn1c(Cc2cccn2C)nnc1SCC(=O)c1ccc(C)cc1	-20%	-9%	0%	-0.7	?	-30%	6%	0%	-2%
COc1ccccc1Nc1c([N+](=O)[O-])cc(C)cc1[N+](=O)[O-]	27%	19%	1%	0.3	-17%	-16%	5%	-9%	-3%
CCC[N+](CC#Cc1ccccc1)(CCC)CC(=O)OC	13%	-2%	-4%	-0.3	-7%	-10%	123%[activator]	4%	4%
COCCn1c(=O)[nH]c(=O)c2cc(C(=O)c3cc(Cl)ccc3O)cnc21	0%	6%	nt	0.2	?	-5%	80%[activator]	8%	-1%
COc1cccc(CNC(=O)C(=O)Nc2c3c(nn2-c2ccccc2)CSC3)c1	?	nt	-3%	-0.2	-19%	-6%[60.1 µM]	10%	-5%	0%
Cc1ccc(CN(C)C(=O)COC(=O)CSc2ccc(C(N)=O)cc2[N+](=O)[O-])cc1	nt	6%	-16%	-0.2	nt	-24%	6%	-11%	nt
COc1ccc(CC(=O)Nc2cccc(/C(C)=N/NC(=O)c3cccc([N+](=O)[O-])c3)c2)cc1	27%	7%	11%	-0.2	-13%	-11%	-6%	3%	-6%
CC(C)(C)NC(=O)NC(=O)COC(=O)Cc1c(Cl)cccc1Cl	11%	-3%	15%	-1.4	?	-18%	30%[activator]	11%	-2%
CC(=O)N1CCN(C(=S)NC(=O)c2ccc(F)cc2)CC1	nt	8%	-12%	nt	nt	-13%	41%[activator]	-5%	nt
CNC(C)C#Cc1ccc2sc3cccc(OC)c3c(=O)c2c1 (stereo not given)	3%	-8%	10%	-0.8	103%[activator]	-11%	?	-12%	32%[activator]
CC(Oc1ccc(Br)cc1)C(=O)Nc1cc(Cl)ccc1N1CCN(C)CC1 (stereo not given)	nt	-10%	?	0.2	nt	-3%	12%	-2%	nt
COCCCN(C)C1CCN(C(=O)Nc2ccc(F)cc2)CC1	-4%	-2%	13%[57.4 µM]	0.5	13%	10%	20%	4%	2%
O=C(NCCCn1ccnc1)/C(=C\c1ccccc1Cl)NC(=O)c1ccccc1	35%	5%	5%	0.1	-1%	-11%	8%	4%	-2%
Cc1c(CCC(=O)O)c(=O)oc2c(C)c(OCc3ccccc3Cl)ccc12	13µM*	19%	13%	0.3	5%	-26%	?	5%	-18%
O=C(Nc1cc([N+](=O)[O-])ccc1F)c1ccc2c(c1)OCCO2	1%	?	-14%	-0.8	2%	0%	58%[activator]	-9%	-1%
CCOc1ccc(NC(=O)NC(C)c2c(-n3cccc3)sc(C)c2C)cc1 (stereo not given)	2%	nt	0%	-0.3	1%	-13%	13%	3%	-11%
Cc1ccc(C)c(NC(=O)CN(C)C(=O)c2cccc(-n3cccc3)c2)c1	nt	3µM*	-30%	0.0	nt	40µM*	8.9µM*	-2%	nt
